# PP1 inh – PP1-alpha phosphatase inhibitors, primary screen, counter-screen for PP5 inhibitor project, biochemical, fluorescence, OMFP substrate, single point | 320,000 compounds, 0.9% hits | Serine/threonine-protein phosphatase PP1-alpha catalytic subunit (Homo sapiens), P62136 | inhibition, % at 6.7 µM | purified PP1alpha;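 active = inhibition above the mean inhibition of all tested compounds plus 3 SD, computed separately for each screening campaign, cut at about 15% in these data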
# Target sequence (P62136 whole entry, looked up): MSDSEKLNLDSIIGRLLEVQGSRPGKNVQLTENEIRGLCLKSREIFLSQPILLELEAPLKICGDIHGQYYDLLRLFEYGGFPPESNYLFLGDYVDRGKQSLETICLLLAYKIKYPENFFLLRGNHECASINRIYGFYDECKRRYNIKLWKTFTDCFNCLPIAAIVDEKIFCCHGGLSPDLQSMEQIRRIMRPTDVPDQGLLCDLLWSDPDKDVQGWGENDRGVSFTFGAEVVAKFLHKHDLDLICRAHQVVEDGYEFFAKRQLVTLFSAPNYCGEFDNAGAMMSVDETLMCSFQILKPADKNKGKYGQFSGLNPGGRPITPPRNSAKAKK
# PP5 primary – PP5 phosphatase inhibitors, primary screen, biochemical, fluorescence; Serine/threonine-protein phosphatase 5 (Homo sapiens), P53041; purified PP5c, OMFP substrate fluorescence; inhibition, % at 6.7 µM; 320,000 compounds, 0.18% hits; AID 1987, 2009;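 active = inhibition above the campaign's mean inhibition across all tested compounds plus 3 SD, cut at about 9.5% in these data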;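 also: 0% = DMSO only and 100% = 100 µM cantharidin control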
# Target sequence (P53041 whole entry, looked up): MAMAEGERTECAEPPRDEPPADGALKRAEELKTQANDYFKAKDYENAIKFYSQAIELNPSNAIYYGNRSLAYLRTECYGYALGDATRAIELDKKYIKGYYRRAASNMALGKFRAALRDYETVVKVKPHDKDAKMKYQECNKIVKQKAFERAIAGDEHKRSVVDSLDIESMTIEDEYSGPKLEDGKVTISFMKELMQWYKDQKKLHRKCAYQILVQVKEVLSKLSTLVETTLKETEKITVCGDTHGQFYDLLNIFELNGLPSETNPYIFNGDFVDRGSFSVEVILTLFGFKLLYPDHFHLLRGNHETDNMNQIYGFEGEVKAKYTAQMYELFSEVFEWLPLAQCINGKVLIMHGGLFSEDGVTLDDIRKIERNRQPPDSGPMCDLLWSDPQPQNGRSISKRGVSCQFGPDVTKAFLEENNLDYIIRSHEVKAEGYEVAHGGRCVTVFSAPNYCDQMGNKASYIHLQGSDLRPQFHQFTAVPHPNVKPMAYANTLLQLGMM
# TPT1 inh – Candida albicans TPT1 enzyme inhibitors, primary screen, biochemical, fluorescence polarization; tRNA 2'-phosphotransferase TPT1 (Candida albicans SC5314); recombinant caTPT1, FP RNA substrate dephosphorylation; inhibition, % at 5 µM; 300,000 compounds, 0.81% hits;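 active = inhibition above the mean of all tested compounds plus 3 SD, set per screening campaign, cut at about 24% in these data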;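 also: plate controls were DMSO alone for no effect and ferristatin control at 100 nM for full effect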
# Efflux pump mplx – inhibitors of Candida efflux pumps in yeast, primary screen, S. cerevisiae, Nile Red, multiplex. AID 485275, 2010. 330,000 compounds, 0.44% hits. inhibition, % at 10 µM. S. cerevisiae Candida pump triplex;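 active = plate passing quality check with inhibition over a set limit, or well fluorescence over plate mean plus 4 SD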;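 also: Nile Red retained in pooled yeast measured as flow cytometry median fluorescence; 0% = buffer negative control and 100% = Enniatin B positive control; higher means more Nile Red kept so more efflux inhibition; some compounds called inactive have numbers as strong as hits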
# CTSL1 counter – Fasciola hepatica cathepsin L1 inhibitors, primary screen, counter-screen for PFM18AAP inhibitor project, biochemical, QFRET, fluorogenic peptide substrate; 300,000 compounds, 0.49% hits; inhibition, % at 5.96 µM; recombinant F. hepatica cathepsin L1, Z-Leu-Arg-MCA fluorescence;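 active = inhibition above the mean of all tested compounds plus 3 SD, set per screening campaign, cut at about 17% in these data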;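 also: 0% = plate median of test compound wells and 100% = 1 µM Z-Phe-Ala-diazomethylketone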
# EBNA-1 inhibitor – EBNA-1 DNA-binding inhibitors, primary screen, biochemical, fluorescence polarization. AID 1950, 2009. inhibition, % at 14.8 µM. 300,000 compounds, 0.34% hits; in the data active = inhibition above about 28%
# PREPL inh – PREPL enzyme inhibitors, primary screen, biochemical, fluorescence polarization; Prolyl endopeptidase-like (Homo sapiens), Q4J6C6; recombinant PREPL, fluorescence polarization activity-based probe; inhibition, % at 5.96 µM; 320,000 compounds, 0.68% hits; in the data active = inhibition above about 43%;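 also: 0% = enzyme with DMSO and 100% = wells lacking enzyme; many of its hits are not listed in these tables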
# HCV core dimer – inhibitors of HCV core protein dimerization, primary screen, biochemical, TR-FRET, high-throughput | TR-FRET GST/Flag-core106 dimerization, 1536-well | inhibition, % at 5 µM | 300,000 compounds, 0.33% hits;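 active = inhibition above the mean of all tested compounds plus 3 SD, set per screening campaign, cut at about 45% in these data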
#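 Assay system – GST-tagged and Flag-tagged HCV core protein residues 1-106 · Quantity – core106 proteins, GST 13.5 nM and Flag 17 nM · Benchmarks – unlabelled core106 and no-GST-core106 wells · Read-out basis – percent inhibition of core106 dimerization signal · Detection – time-resolved FRET, ex 340 nm, em 617 and 671 nm · Schedule – 4 h at 22.5 °C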
# ZTA DNA inh – ZTA (EBV) inhibition in EBNA-1 counter-screen; inhibition, % at 11 µM; 320,000 compounds, 0.15% hits; ZTA-DNA binding, fluorescence polarization; in the data active = inhibition above about 33%
# An asterisk follows results filed as active; . = not tested or not shown. A portion of the library; count on the stated rates, not on these rows.
SMILES,PP1 inh,PP5 primary,TPT1 inh,Efflux pump mplx,CTSL1 counter,EBNA-1 inhibitor,PREPL inh,HCV core dimer,ZTA DNA inh
CCN(CC(=O)Nc1ccc2c(c1)OCCO2)C(=O)c1ccc(S(=O)(=O)N(C)C)cc1,1,0.0,-4,0.0,-4,-10,0,-6,-13
Cc1ccc(OCCCCN2CCCC(C)C2)c([N+](=O)[O-])c1 (stereo not drawn),-4,-2.8,-1,0.0,0,-4,11,2,-13
O=C(Cn1nc2n(c1=O)-c1ccccc1SC2)N/N=C/c1cccs1,-4,3.1,-5,0.0,-3,-7,-2,0,2
O=C(O)c1cc(NS(=O)(=O)c2ccc3ccccc3c2)ccc1O,-1,0.8,-4,0.0,-3,3,-4,7,9
Cc1ccc(S(=O)(=O)Nc2c(C(=O)O)[nH]c3ccccc23)cc1C,4,-0.4,-1,-0.1,0,2,-2,9,-1
Cc1cc(S(=O)(=O)N(Cc2cccs2)Cc2ccccc2F)ccc1-n1cnnn1,3,4.1,-7,-0.2,3,5,-2,7,9
CC(C(=O)NCC(=O)Nc1ccc(F)c(F)c1F)N1CCN(Cc2ccc(C#N)cc2)CC1 (stereo not drawn),-3,3.0,.,0.0,.,.,4,.,11
COC(=O)c1sccc1NC(=O)CSc1ccccc1N,0,-3.3,-4,-0.1,4,3,9,-7,-2
CCOC(=O)C(Nc1ccc2ccccc2c1)C(=O)OCC,1,5.6,-2,-0.2,-5,-6,23,-3,4
COc1ccc(/C=C/C(=O)NCCN2CCOCC2)cc1OC,-3,0.8,0,-0.1,1,-2,12,0,-13
Cc1ccc(-c2nnc(-c3ccccc3)c(N3CCOCC3)n2)cc1,-1,2.7,0,0.2,3,-4,5,6,-11
CCCCC(C(=O)N/N=C/c1ccccn1)C(=O)N/N=C/c1ccccn1,-1,3.9,1,0.1,-1,4,16,-9,-8
CN(C(=O)CSc1nnc(-c2ccncc2)n1-c1ccccc1)C1CCS(=O)(=O)C1 (stereo not drawn),6,0.2,-3,-0.1,-3,6,-2,-2,4
CC(CCc1ccccc1)NC(=O)C(=O)c1c[nH]c2ccccc12 (stereo not drawn),-1,3.4,-2,0.0,1,0,-6,-1,17
Cc1cccc(OCCSc2nc3ccccc3n2CC(=O)O)c1,-1,2.0,-3,0.0,0,-1,2,1,10
Cc1nnsc1C(=O)Nc1ccc(S(=O)(=O)N2CCC(C)CC2)cc1,1,3.1,-2,-0.1,0,0,7,-7,-4
CCN(CC)S(=O)(=O)c1cccc(-c2n[nH]c(=S)n2/N=C/c2ccc(OC(F)F)cc2)c1,10,2.0,-1,0.0,4,15,0,19,12
CC(NC(=O)CCn1ccc2cc(S(=O)(=O)N3CCCC3)ccc21)c1ccccc1 (stereo not drawn),1,0.4,-4,0.0,0,6,14,-5,5
FC(F)(F)c1cnc(NNC(=S)Nc2cccnc2)c(Cl)c1,-3,3.5,1,0.0,1,1,8,-10,-13
CNS(=O)(=O)c1cc(NC(=O)CCCNC(=O)c2ccc(Cl)cc2)ccc1C,1,0.9,-1,-0.3,-3,0,-3,-5,-9
COc1ccc(-n2c(=O)c3c4c(sc3n3c(=S)[nH]nc23)CCC4)cc1,-4,0.5,-1,-0.1,17*,-2,9,-4,-11
Cn1c(CN2CCCCC2)nc2cc(NC(=O)c3ccc(F)cc3)ccc21,-4,2.7,2,0.0,-2,-10,5,2,-2
C=CCN1C(=O)/C(=C\c2ccco2)C(C(=O)OC)=C1C,-2,1.5,-3,-4.9,3,4,4,-8,6
Cn1c(SCCOc2ccccc2F)nc2ccccc2c1=O,1,-3.8,4,0.0,-1,2,6,11,2
CC(C)(C)c1ccc(O)c(N)c1,2,1.8,22,0.1,0,4,-2,16,5
COc1ccc(S(=O)(=O)Nc2nc(C(F)(F)F)cs2)cc1,-1,-2.4,-3,-0.1,-2,4,-8,-3,-3
COc1ccc(Cc2cc(-c3ccc(F)cc3)n[nH]c2=O)cc1,-1,-0.4,-1,0.0,-2,-1,-33,6,3
O=C1CCCC(O)=C1N=Nc1ccc(S(=O)(=O)N2CCOCC2)cc1,0,0.4,-1,0.1,1,-12,-10,5,3
Cc1nn(C)cc1/C=N\NC(=O)Cc1ccc([N+](=O)[O-])cc1,-2,2.9,4,-0.3,0,-13,-4,-10,2
O=C(NCC1CCCO1)c1cccc(NC(=O)c2cccs2)c1 (stereo not drawn),0,2.7,3,0.0,3,4,2,-4,12
CCOc1ncccc1C(=O)N(CC)CC(=O)NCc1ccc(Cl)cc1,-2,0.1,-1,0.0,3,1,1,2,2
COC(=O)C1NN=C(C(=O)c2ccccc2)C1c1ccccc1 (stereo not drawn),-3,-1.7,0,0.1,1,0,-1,0,4
O=C(O)C1CCN(S(=O)(=O)c2cccc3cccnc23)CC1,2,-5.1,-1,0.0,11,-6,4,-12,-31
Cc1ccc(S(=O)(=O)NCC2CCC(C(=O)NCc3ccco3)CC2)cc1 (stereo not drawn),0,1.9,-2,0.0,-3,1,6,3,-6
O=C(Nc1ccccc1C(F)(F)F)c1cc(-c2ccc(O)cc2)on1,-2,3.8,-1,-0.2,3,3,0,-3,11
Cc1cc(-c2ccccc2)n[nH]1,-1,-1.8,-4,0.0,4,-3,9,-3,-31
COc1cc(/C=C2/C(=N)N3C(c4ccccc4)=CSC3=NC2=O)ccc1OCC(=O)O,0,-0.2,3,0.1,-1,-3,-13,10,-8
Nc1cc(Cl)nc(N/N=C/c2ccccc2[N+](=O)[O-])n1,-3,1.3,-4,0.0,-1,-10,-4,5,-15
COc1ccc(N(CC(=O)Nc2ccccc2C(=O)N2CCCC2)S(C)(=O)=O)cc1,0,1.3,-1,0.1,3,6,12,-6,-10
CN1CCN(C2=C(Cl)C(=O)N(CCc3ccccc3)C2=O)CC1,-3,0.7,-34,0.1,2,-4,2,-3,0
CCCN1c2cccc3cccc(c23)S1(=O)=O,-19,4.2,1,0.1,-10,3,2,0,7
COc1cc(NC(=O)C/C(C)=N/NC(=O)Cc2ccccc2)c(OC)cc1Cl,-1,0.8,1,-0.5,4,4,5,-2,6
CCOc1ccc(C(=O)NCCn2cc(SCC(=O)Nc3cc(C)on3)c3ccccc32)cc1,5,4.1,-7,0.4,-5,-8,11,7,-5
COC(=O)c1ccc(-n2nnnc2SCc2ccccc2OC)cc1,-1,-2.1,-1,0.0,-1,1,-9,2,3
Cc1ccc(NC(=S)N(CCN2CCCCC2)Cc2ccco2)cc1,-1,-1.6,2,0.1,3,-6,9,-4,-11

# Ordered by SMILES length (high to low): some entries from above.
SMILES,PP1 inh,PP5 primary,TPT1 inh,Efflux pump mplx,CTSL1 counter,EBNA-1 inhibitor,PREPL inh,HCV core dimer,ZTA DNA inh
CCOc1ccc(C(=O)NCCn2cc(SCC(=O)Nc3cc(C)on3)c3ccccc32)cc1,5,4.1,-7,0.4,-5,-8,11,7,-5
Nc1cc(Cl)nc(N/N=C/c2ccccc2[N+](=O)[O-])n1,-3,1.3,-4,0.0,-1,-10,-4,5,-15
COC(=O)C1NN=C(C(=O)c2ccccc2)C1c1ccccc1 (stereo not drawn),-3,-1.7,0,0.1,1,0,-1,0,4

# Single records (already shown). Order of screens: PP1 inh	PP5 primary	TPT1 inh	Efflux pump mplx	CTSL1 counter	EBNA-1 inhibitor	PREPL inh	HCV core dimer	ZTA DNA inh
# `O=C(Nc1ccccc1C(F)(F)F)c1cc(-c2ccc(O)cc2)on1` reads -2	3.8	-1	-0.2	3	3	0	-3	11
# `CN1CCN(C2=C(Cl)C(=O)N(CCc3ccccc3)C2=O)CC1` reads -3	0.7	-34	0.1	2	-4	2	-3	0

# The main list resumes, repeating the three entries before the break.
SMILES,PP1 inh,PP5 primary,TPT1 inh,Efflux pump mplx,CTSL1 counter,EBNA-1 inhibitor,PREPL inh,HCV core dimer,ZTA DNA inh
CCOc1ccc(C(=O)NCCn2cc(SCC(=O)Nc3cc(C)on3)c3ccccc32)cc1,5,4.1,-7,0.4,-5,-8,11,7,-5
COC(=O)c1ccc(-n2nnnc2SCc2ccccc2OC)cc1,-1,-2.1,-1,0.0,-1,1,-9,2,3
Cc1ccc(NC(=S)N(CCN2CCCCC2)Cc2ccco2)cc1,-1,-1.6,2,0.1,3,-6,9,-4,-11
C=CCNC(=S)Nc1ccc(N(C)C)cc1,-1,-1.1,-2,0.1,-1,-4,-1,-6,-2
CCCCN(C(=O)CNC(=O)c1cccs1)C(C(=O)NC1CCCC1)c1ccncc1 (stereo not drawn),-1,-0.2,0,0.0,-5,2,-1,-3,-6
COC(=O)c1c(NC(=O)C(=O)N2CCCCC2)sc2c1CC(C)(C)OC2,-5,1.7,-2,0.2,-2,6,5,-4,-17
NC(=O)C1(N2CCCCC2)CCN(C2CC(=O)NC2=O)CC1 (stereo not drawn),1,2.2,-1,-0.1,-3,1,-6,2,4
COC(=O)Cc1c(C)c2ccc(OCC(=O)N3CCCC3)c(C)c2oc1=O,-2,1.2,-2,-0.4,1,19,14,0,-16
COc1ccc(CCC(=O)NCC2CCCCC2)cc1OC,-5,-0.1,0,-0.2,-3,18,3,5,-3
CS(=O)(=O)N1CCC(C(=O)c2cccc(Cl)c2)CC1,1,-1.9,0,-0.1,1,8,6,2,14
NS(=O)(=O)c1cccnc1Nc1ccc(Cl)c(Cl)c1,1,7.9,-5,-0.2,-1,-5,-38,-8,1
COc1cc(C[C@@H](CO)[C@H](CO)Cc2ccc(O)c(OC)c2)ccc1O,-2,-0.8,-4,0.2,1,-1,7,-8,5
COCC(C)n1c(C)cc(C(=O)Cn2c(=O)oc3ccccc32)c1C (stereo not drawn),-4,1.1,-1,0.0,1,4,9,5,14
COc1ccc(Br)cc1S(=O)(=O)Nc1ncn[nH]1,-2,1.5,1,3.0,-2,4,1,-4,12
CCOC(=O)/C(=C\Nc1ccc(OC(F)(F)F)cc1)Sc1ncc(C(F)(F)F)cc1Cl,7,0.9,0,-0.1,1,-2,-6,0,6
CCOc1ccccc1NC(=O)/C=C/c1ccccc1[N+](=O)[O-],3,1.8,0,2.7,-1,-11,2,-11,-10
CCOc1ccc(N=C2NC(=O)C(CC(=O)O)S2)cc1 (stereo not drawn),0,1.5,-4,-0.1,0,3,2,-6,-2
COCCCN1C(=O)C(=O)/C(=C(/O)c2ccc(C)cc2)C1/C=C/c1ccccc1 (stereo not drawn),4,1.7,-3,-0.2,3,7,11,7,28

# Compound activity: PubChem, several laboratories
